From PubChem BioAssay
CatS inh: human cathepsin S inhibition. recombinant cathepsin S, AMC dipeptide fluorescence, pooled mixtures. P25774. AID 501. actives 0.06% (n = 62,000). inhibition, %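 (tested at 5 µM per compound within 10-compound mixtures)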; in the data active means inhibition above about 32%, passing the limit was not always enough; inconclusive means no clear call, values can overlap the other calls;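 further: 0% = enzyme without compound and 100% = blank without enzyme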
Target sequence (P25774 115-331 limits assumed): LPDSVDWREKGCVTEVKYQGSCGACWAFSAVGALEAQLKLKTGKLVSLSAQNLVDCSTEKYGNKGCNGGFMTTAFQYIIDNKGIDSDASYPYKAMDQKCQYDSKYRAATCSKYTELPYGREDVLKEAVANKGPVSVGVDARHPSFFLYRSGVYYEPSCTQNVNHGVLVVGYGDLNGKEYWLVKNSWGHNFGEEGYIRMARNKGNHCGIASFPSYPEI
A340 absorber: absorbance at 340 nm; compound absorbance at 340 nm, fold over control; 65,000 tested, under 10 active; fold change at 10 µM;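 active means at 10 µM dose, initial 340 nm absorbance at least 2 fold that of control wells; inactive means change under 2 fold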;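 further: initial absorbance extrapolated from kinetic A340 decline of NADH oxidation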
C1s inh: human complement C1s inhibition. purified C1s, fluorogenic AMC substrate, pooled mixtures. mean inhibition % of two 10-compound mixtures (stronger effect = higher value), % at 5 µM (by protocol). P09871. actives 0.16% (n = 62,000);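 active means inhibition above 20% in each of the two 10-compound mixture wells holding the compound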;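 further: 0% = enzyme wells lacking compound mixture and 100% = no-enzyme blank wells; some compounds called inactive have numbers as strong as hits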
Target sequence (P09871 16-437 limits assumed): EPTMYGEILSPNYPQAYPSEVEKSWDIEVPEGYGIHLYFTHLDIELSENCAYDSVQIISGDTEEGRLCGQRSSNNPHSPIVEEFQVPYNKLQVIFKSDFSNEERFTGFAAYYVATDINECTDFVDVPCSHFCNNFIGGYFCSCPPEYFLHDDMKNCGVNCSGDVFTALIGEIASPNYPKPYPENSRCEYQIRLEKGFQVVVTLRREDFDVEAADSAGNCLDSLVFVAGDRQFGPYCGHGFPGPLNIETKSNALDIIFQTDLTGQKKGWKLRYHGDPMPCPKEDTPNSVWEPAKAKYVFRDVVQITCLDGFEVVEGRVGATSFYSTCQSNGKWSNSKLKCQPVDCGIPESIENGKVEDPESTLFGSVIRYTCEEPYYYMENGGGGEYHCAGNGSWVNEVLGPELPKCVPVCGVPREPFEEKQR
Target sequence (P09871 438-688 limits assumed): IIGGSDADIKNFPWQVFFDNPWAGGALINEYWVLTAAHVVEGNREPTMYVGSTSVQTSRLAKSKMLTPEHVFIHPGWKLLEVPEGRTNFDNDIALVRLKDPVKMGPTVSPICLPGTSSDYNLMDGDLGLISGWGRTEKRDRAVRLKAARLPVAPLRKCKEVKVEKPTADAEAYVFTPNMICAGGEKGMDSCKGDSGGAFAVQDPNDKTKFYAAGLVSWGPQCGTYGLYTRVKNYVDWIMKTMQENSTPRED
CatL inh: inhibitors of human cathepsin L | inhibition, %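 (tested at 10 µM)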 | purified cathepsin L, fluorogenic substrate, fluorescence | P07711 | AID 460 | actives 0.17% (n = 58,000); in the data active means inhibition above about 45%;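 further: 0% = enzyme with no compound and 100% = no enzyme blank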
CatB mixtures: human cathepsin B inhibition by mixtures; P07858; Purified cathepsin B, AMC dipeptide fluorescence, compound mixtures; inhibition, %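 (ten-compound pools at 5 µM per compound and 50 µM total)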; actives 0.06% (n = 62,000); in the data active means inhibition above about 22%, passing the limit was not always enough; inconclusive means no clear call, values can overlap the other calls;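 further: 0% = enzyme without compound and 100% = no enzyme blank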
FXIIa inh mix: inhibitors of human coagulation factor XIIa, pooled mixtures | P00748 | purified FXIIa, fluorogenic substrate | inhibition, % at 5 µM | actives 0.2% (n = 62,000) | AID 684;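 further: 0% = enzyme without compound and 100% = no enzyme blank; some results filed as inactive read as strong as hits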
CatB block: blocks human cathepsin B protease activity; P07858; actives 0.1% (n = 63,000); inhibition, %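 (tested at 10 µM)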; AID 453; purified cathepsin B, fluorogenic substrate, fluorescence; in the data active means inhibition above about 21%;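 further: 0% = enzyme with no compound and 100% = no enzyme blank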
Cathepsin G inh: blocks human cathepsin G enzyme activity. inhibition, % at 5 µM (by protocol). AID 581. purified enzyme, AMC-tetrapeptide fluorescence, pooled mixtures. actives 0.2% (n = 62,000);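 active means inhibition above 20% in each of the two mixture wells holding the compound; inactive means inhibition of 20% or less in either well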;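 further: 0% = enzyme control without mixture and 100% = blank lacking enzyme; strong numbers were not always called active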
FXIa inh mix: factor XIa (human) inhibition, mixture screen; purified FXIa, fluorogenic substrate, pooled mixtures; actives 0.19% (n = 62,000); P03951; inhibition, % at 5 µM;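 further: each value is inhibition by a whole ten-compound pool holding the compound; 0% = enzyme with no mixture and 100% = wells lacking enzyme; strong numbers were not always called active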
* marks the source's active call; other numbers are inactive results. Unless noted, no stated cut-off is given here; in the data, active means inhibition above about 20% (passing the limit was not always enough); inactive means the rest. A portion of the library, so the mix of outcomes need not match the whole.

C=CCn1c(COc2ccccc2C)nnc1SCC(=O)O was read as CatS inh 10, A340 absorber 1, C1s inh 3, CatL inh 0, CatB mixtures 3, FXIIa inh mix 1, CatB block -4, Cathepsin G inh 0 and FXIa inh mix 4.
`O=C(Nc1ccc2nn(-c3ccccc3)nc2c1)c1ccc2c(c1)OCO2` gave CatS inh -7, A340 absorber 1.2, C1s inh -5, CatL inh -20, CatB mixtures -2, FXIIa inh mix 4, CatB block 2, Cathepsin G inh 0 and FXIa inh mix 8.
For CCOC(=O)CSc1nc2ccccc2c(=O)n1CC1CCCO1 (stereo not given) the results were CatS inh -1, A340 absorber 1.1, C1s inh -9, CatL inh 0, CatB mixtures -3, FXIIa inh mix -4, CatB block 2, Cathepsin G inh 0 and FXIa inh mix 5.
Cc1cccc2cc(CN(CC3CCCO3)C(=O)c3cnccn3)c(=O)[nH]c12 (stereo not given) was read as CatS inh 7, A340 absorber 1, C1s inh 15, CatL inh -2, CatB mixtures 4, FXIIa inh mix -4, CatB block 5, Cathepsin G inh 16 and FXIa inh mix 3.
Screening O=C(NC1CC1)c1cc2c(s1)-c1ccccc1OC2 returned CatS inh -5, A340 absorber 1.1, C1s inh -149, CatB mixtures -14, FXIIa inh mix 0, CatB block -24, Cathepsin G inh -26 and FXIa inh mix -35.
`COCCOC(=O)C1=C(C)NC(=O)NC1c1c(OC)ncnc1OC` (stereo not given) gave CatS inh -4, A340 absorber 1, C1s inh 6, CatL inh -11, CatB mixtures 3, FXIIa inh mix 31, CatB block 3, Cathepsin G inh 11 and FXIa inh mix 1.
`Cc1ccc(S(=O)(=O)Cc2ccc(C(=O)N3CCN(c4ccc(F)cc4)CC3)o2)cc1` gave CatS inh -6, A340 absorber 1, C1s inh 1, CatB mixtures 5, FXIIa inh mix 1, CatB block -6, Cathepsin G inh -2 and FXIa inh mix 5.
Screening FC(F)(F)C1CC(c2cccs2)Nc2ncnn21 (stereo not given) returned CatS inh -3, A340 absorber 1, C1s inh 1, CatL inh -2, CatB mixtures -1, FXIIa inh mix -2, CatB block 2, Cathepsin G inh -4 and FXIa inh mix 6.
Cc1cc(C(=O)NC(C)C)on1 was read as CatS inh 4, A340 absorber 1, C1s inh 11, CatL inh 3, CatB mixtures -2, FXIIa inh mix 4, CatB block 4, Cathepsin G inh 13 and FXIa inh mix 4.
Screening O=C(c1cccs1)N1CCN=C1SCc1ccccc1 returned CatS inh -5, A340 absorber 0.98, C1s inh 3, CatL inh -4, CatB mixtures -11, FXIIa inh mix 9, CatB block 0, Cathepsin G inh 10 and FXIa inh mix 1.
For CC(C)OCCCNC(=O)c1ccncc1 the results were CatS inh -9, A340 absorber 1, C1s inh 8, CatL inh -15, CatB mixtures 1, FXIIa inh mix 8, CatB block -1, Cathepsin G inh 8 and FXIa inh mix 5.
`COc1ccc(Cl)cc1-c1nc(-c2ccc(Br)o2)no1` gave CatS inh -4, A340 absorber 1.1, C1s inh 2, CatL inh -7, CatB mixtures 1, FXIIa inh mix -1, CatB block -7, Cathepsin G inh 5 and FXIa inh mix 11.
O=C(CCCc1ccccc1)NCc1cccnc1 was read as CatS inh 3, A340 absorber 1.1, C1s inh -49, CatB mixtures 5, FXIIa inh mix 12, CatB block 11, Cathepsin G inh -10 and FXIa inh mix 3.
`Cc1nc(N2CCCC2)c2nnn(Cc3ccccc3Cl)c2n1` gave CatS inh 8, A340 absorber 1, C1s inh 0, CatL inh 3, CatB mixtures 4, FXIIa inh mix 2, CatB block 9, Cathepsin G inh -1 and FXIa inh mix 4.
COC1CCCCC1Nc1cccc(SC)c1 (stereo not given) was read as CatS inh 14, A340 absorber 0.98, C1s inh 19, CatL inh -5, CatB mixtures 7, FXIIa inh mix 5, CatB block 6, Cathepsin G inh 23 and FXIa inh mix 11.
Screening O=S(=O)(NCc1ccccn1)c1ccc(Br)s1 returned CatS inh -2, A340 absorber 1, C1s inh -20, CatL inh 8, CatB mixtures 3, FXIIa inh mix -18, CatB block 1, Cathepsin G inh 7 and FXIa inh mix -2.
For COC(=O)C1=C(NC(=O)c2cccs2)CCS1 the results were CatS inh -1, A340 absorber 1, C1s inh -21, CatL inh 22, CatB mixtures 4, FXIIa inh mix 2, CatB block 0, Cathepsin G inh 4 and FXIa inh mix 12.
`O=C(COC(=O)CCc1ccc(S(=O)(=O)N2CCCCC2)cc1)Nc1ccc2c(c1)OCO2` gave CatS inh 2, A340 absorber 0.99, C1s inh 5, CatL inh 4, CatB mixtures 1, FXIIa inh mix 1, CatB block -1, Cathepsin G inh 9 and FXIa inh mix 11.
For CCOC(=O)COc1cccc2c(=O)n(CC(=O)N3CCc4ccccc43)ccc12 the results were CatS inh 2, A340 absorber 1.1, C1s inh -4, CatB mixtures 9, FXIIa inh mix 4, CatB block -4, Cathepsin G inh 4 and FXIa inh mix 6.
Screening O=C(CN1CCN(Cc2ccccc2Cl)C1=O)NC1CCCCCCC1 returned CatS inh -1, A340 absorber 1.1, C1s inh 1, CatL inh -2, CatB mixtures 0, FXIIa inh mix 7, CatB block 4, Cathepsin G inh 7 and FXIa inh mix 11.
For O=C(O)c1ccc(CNC(=O)c2ccc(Br)o2)cc1 the results were CatS inh 0, A340 absorber 1, C1s inh 4, CatL inh -1, CatB mixtures -1, FXIIa inh mix 4, CatB block 1, Cathepsin G inh -1 and FXIa inh mix 2.
Screening O=c1[nH]c2ccc(Cl)cc2c(=O)n1Cc1ccco1 returned CatS inh -7, A340 absorber 1, C1s inh 13, CatL inh -5, CatB mixtures 5, FXIIa inh mix 10, CatB block 2, Cathepsin G inh 8 and FXIa inh mix 10.
For CCOC(=O)C1CCN(C(=O)CN(Cc2ccc(Cl)cc2)S(C)(=O)=O)CC1 the results were CatS inh -15, A340 absorber 1, C1s inh -13, CatL inh -1, CatB mixtures -2, FXIIa inh mix 10, CatB block 3, Cathepsin G inh 0 and FXIa inh mix -21.
For O=S1(=O)NC2CCCCCN2c2ccc(F)cc21 (stereo not given) the results were CatS inh -2, A340 absorber 1.1, C1s inh -16, CatL inh -12, CatB mixtures -3, FXIIa inh mix -21, CatB block -2, Cathepsin G inh -13 and FXIa inh mix -3.
For CCOC(=O)C(Cc1ccccc1)C(=O)Nc1nccs1 (stereo not given) the results were CatS inh -2, A340 absorber 1, C1s inh 3, CatL inh -5, CatB mixtures -4, FXIIa inh mix 11, CatB block 1, Cathepsin G inh 7 and FXIa inh mix -2.
COCCCNC(=O)COc1ccc(S(=O)(=O)Nc2ccccc2)cc1 was read as CatS inh -7, A340 absorber 1.1, C1s inh -55, CatL inh 17, CatB mixtures 4, FXIIa inh mix -17, CatB block 3, Cathepsin G inh 7 and FXIa inh mix -6.
COc1ccc(OC)c(-n2cnc3cc(C(=O)O)ccc32)c1 was read as CatS inh 8, A340 absorber 1, C1s inh -4, CatL inh -1, CatB mixtures 4, FXIIa inh mix -6, CatB block 8, Cathepsin G inh -2 and FXIa inh mix 2.
For CC(=O)c1ccc(NC(=O)CCn2c(=O)oc3ccccc32)cc1 the results were CatS inh -6, A340 absorber 1, C1s inh 9, CatL inh -1, CatB mixtures 23, FXIIa inh mix 12, CatB block 1, Cathepsin G inh 5 and FXIa inh mix 6.
`CC(C)C(=O)NC(C)C(c1cccs1)N1CCN(C)CC1` (stereo not given) gave CatS inh 0, A340 absorber 1, C1s inh 2, CatL inh -7, CatB mixtures 7, FXIIa inh mix 10, CatB block -1, Cathepsin G inh 1 and FXIa inh mix 7.
`CN1CC=C2C(C#N)=C(N)C(C#N)(C#N)[C@H](c3cccc(Cl)c3)C2C1` (stereo not given in full) gave CatS inh -3, A340 absorber 1, C1s inh -6, CatL inh 0, CatB mixtures -6, FXIIa inh mix 3, CatB block -4, Cathepsin G inh 8 and FXIa inh mix 1.
Screening Cc1ccccc1-c1nc(CS(=O)CC(=O)NCCCN(C)c2ccccc2)c(C)o1 (stereo not given) returned CatS inh -2, A340 absorber 1, C1s inh 2, CatL inh 1, CatB mixtures 6, FXIIa inh mix 1, CatB block -5, Cathepsin G inh -1 and FXIa inh mix 13.
`O=C(NCCN1CCN(c2cccc(Cl)c2)CC1)C1CCCN(S(=O)(=O)c2cnc[nH]2)C1` (stereo not given) gave CatS inh 1, A340 absorber 0.97, C1s inh 18, CatB mixtures 3, FXIIa inh mix 7, CatB block -1, Cathepsin G inh 11 and FXIa inh mix 11.
For COc1ccc(C(=O)NCc2nc3ccccc3[nH]2)cc1OC the results were CatS inh -6, A340 absorber 1, C1s inh -15, CatL inh 4, CatB mixtures 3, FXIIa inh mix 9, CatB block 1, Cathepsin G inh -10 and FXIa inh mix -7.
Screening O=C(NCc1ccccn1)c1ccc(Cn2cc(Br)cn2)o1 returned CatS inh 4, A340 absorber 0.99, C1s inh -75, CatL inh 12, CatB mixtures -9, FXIIa inh mix 3, CatB block 4, Cathepsin G inh -3 and FXIa inh mix -8.
O=C(Nc1cccc2cccnc12)c1cccc(N2C(=O)CCC2=O)c1 was read as CatS inh 9, A340 absorber 1.1, C1s inh -10, CatL inh 4, CatB mixtures -5, FXIIa inh mix 9, CatB block 1, Cathepsin G inh -2 and FXIa inh mix -2.
O=C(O)Cn1cc2c(n1)CCCC2 was read as CatS inh -5, A340 absorber 0.99, C1s inh 2, CatL inh -2, CatB mixtures -9, FXIIa inh mix 11, CatB block 1, Cathepsin G inh 8 and FXIa inh mix -1.
`Cc1oc(-c2cccs2)nc1CS(=O)CC(=O)NC1CCCCCC1` (stereo not given) gave CatS inh inconclusive, A340 absorber 1.1, C1s inh 11, CatB mixtures 34, FXIIa inh mix 0, CatB block 4, Cathepsin G inh 9 and FXIa inh mix 6.
COc1ccccc1N1CCN(C(=O)C2C3C=CC4(CN(Cc5ccccc5Cl)C(=O)C24)O3)CC1 (stereo not given) was read as CatS inh 6, A340 absorber 0.98, C1s inh 5, CatB mixtures 5, FXIIa inh mix 3, CatB block 0, Cathepsin G inh 2 and FXIa inh mix 4.
O=C(Cc1coc2ccc3ccccc3c12)N1CCN(c2ncccn2)CC1 was read as CatS inh 3, A340 absorber 1, C1s inh 11, CatL inh 0, CatB mixtures 3, FXIIa inh mix 2, CatB block 3, Cathepsin G inh 9 and FXIa inh mix 6.
For Cc1ccc(Oc2ccccc2)c(NC=O)c1 the results were CatS inh -2, A340 absorber 0.98, C1s inh 14, CatL inh 14, CatB mixtures 0, FXIIa inh mix 5, CatB block -2, Cathepsin G inh 10 and FXIa inh mix 2.
`O=c1[nH]c2c(cc1CNCCN1CCOCC1)c(-c1cccc(F)c1)nn2-c1ccccc1` gave CatS inh -2, A340 absorber 1.1, C1s inh -5, CatL inh -3, CatB mixtures 2, FXIIa inh mix 4, CatB block -5, Cathepsin G inh -1 and FXIa inh mix 5.
CCc1n[nH]c2c1/C(=N/O)CCC2 was read as CatS inh -18, A340 absorber 1, C1s inh -29, CatL inh 4, CatB mixtures -7, FXIIa inh mix 9, CatB block -7, Cathepsin G inh -24 and FXIa inh mix -25.
`COc1cc2c(cc1OC)C(c1cccs1)CC(=O)N2` (stereo not given) gave CatS inh -2, A340 absorber 1, C1s inh -22, CatL inh 1, CatB mixtures 8, FXIIa inh mix 2, CatB block -5, Cathepsin G inh 1 and FXIa inh mix 7.
Screening COC(=O)C1=C(CSCc2ccco2)NC(=O)NC1c1cc(C)ccc1C (stereo not given) returned CatS inh -10, A340 absorber 1, C1s inh -12, CatL inh 1, CatB mixtures 4, FXIIa inh mix -20, CatB block 5, Cathepsin G inh -11 and FXIa inh mix -4.
For Cc1ccc(-n2cnc3c(sc4nccc(N(C)C)c43)c2=O)cc1 the results were CatS inh 5, A340 absorber 1.1, C1s inh -9, CatL inh 2, CatB mixtures -3, FXIIa inh mix 11, CatB block -4, Cathepsin G inh 4 and FXIa inh mix 3.
